High-throughput results as filed in PubChem.
AT treatment = qHTS Assay for Identifying a Potential Treatment of Ataxia-Telangiectasia; […] A-T fibroblasts, KAP-1 phosphorylation AlphaLISA; neocarzinostatin DNA damage 30 min before lysis; Potency, µM (top dose mostly 57.5 µM), inactives show top-dose activation, hits mostly activators; 320,000 tested, 0.19% active; note: potency is the fitted concentration of half-maximal effect; % of control where 0% means no effect; nearly all actives have a fitted effect of over 45% in size
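hTERT-immortalized A-T patient fibroblasts ([…]), 500 cells/well in OPTI-MEM, 1% FBS, got compounds for 60 min, then NCS for 30 min at 37C. Lysates were then assayed for phospho-KAP-1 by AlphaLISA (anti-pKAP1 donor, anti-KAP1 acceptor beads), 6 hr at 25C.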
ELG1 DNA repair = qHTS screen for small molecules that inhibit ELG1-dependent DNA repair in human embryonic kidney (HEK293T) cells expressing luciferase-tagged ELG1; 330,000 tested, 2.3% active; Potency, µM (series often up to 46.1 µM), without a hit: top-dose activity change, negative = inhibition, most hits filed as inhibitors; AID 504467, 2011; HEK293T ELG1-luciferase reporter, luminescence, 16 h; DNA damage induced by 5-fluorouridine; note: potency is the fitted concentration of half-maximal effect; % is set by controls: 0 for no effect and ±100 for the full control effect; nearly all actives have a fitted effect of over 55% in size
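Quantitative HTS, concentration-response format. 2,000 cells/well co-treated with 5-fluorouridine and compound, 16 hr in 5% CO2 at 37 °C; ONE-Glo luminescence read after 30 min.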
a7 integrin act = qHTS for Activators of Integrin-Mediated Alleviation for Muscular Dystrophy. alpha7betagal myoblasts, beta-gal FDG fluorescence, 48 h. Potency, µM (highest dose often 38.3 µM), for the others: at the top dose activation, hits mostly activators. 350,000 tested, 0.064% active;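 note: potency is the fitted concentration of half-maximal effect; 100% = response of the positive control SU9516; nearly all actives have a fitted effect of over 60% in size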
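Alpha7betagal+/- myoblasts (passage 13) were plated 16-24 hr, then exposed to compounds (1:260 dilution of DMSO stock) for 48 hours at 37C. After MPER lysis, β-galactosidase reporter activity was read as FDG fluorescence (ex 480/em 540) after 30 minutes.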
CXXC DNA block = qHTS Fluorescence Polarization Assay for Inhibitors of MLL CXXC domain - DNA interaction; Histone-lysine N-methyltransferase 2A (Homo sapiens), Q03164; AID 2662, 2010; Potency, µM (series often up to 115 µM), without a hit: at the highest dose activity change, negative = inhibition, usual class: inhibitors; MLL-CXXC / FITC-HOXA9 DNA fluorescence polarization; 290,000 tested, 0.037% active; active = well fitted inhibition curve with a large enough effect in the polarisation, with a control signal flat, not every such curve was filed as active; inconclusive = small, poorly fitted or top-dose-only effect, or effect the other way, or a change in a side signal; inactive = no such curve, though single readings can be large or run the other way; the % refers to the polarisation; note: potency is the fitted concentration of half-maximal effect
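Fluorescence polarization: 7 uM MLL-CXXC (stock) preincubated 5 min with compounds, then 50 nM fluorescein-HOX-A9 DNA (stock) added; 30 min ambient. Buffer 50 mM Tris-HCl pH 7.5, 50 mM NaCl, 1 mM DTT, 0.05% BSA.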
B2AR arrestin = qHTS assay of beta-arrestin-biased ligands of beta2-adrenergic receptor. Potency, µM (series often up to 46.1 µM), inactives show top-dose activation, actives largely listed as activators. Beta-2 adrenergic receptor (Homo sapiens), P07550. beta-arrestin recruitment to beta2AR, cell-based reporter. 330,000 tested, 0.02% active;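 note: potency is the fitted concentration of half-maximal effect; 0% = DMSO controls and full agonism = EC100 isoproterenol or metaproterenol; nearly all actives have a fitted effect of over 65% in size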
TCR activator = Activators of T cell receptors: qHTS campaign | primary human leukocytes, anti-CD3, IL-2 HTRF, 48 h | Potency, µM (series often up to 9.22 µM), without a hit: top-dose activation of IL-2 secretion, actives largely listed as activators | 330,000 tested, under 10 active; note: % of control where 0% means no effect
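TCR engagement came from a-CD3 beads alone, with compounds added to primary human leukocytes for 48 hr. Secreted IL-2 bridged europium cryptate- and d2-labelled anti-IL-2 antibodies, giving FRET emission at 665nm after 320nm excitation.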
BRCA1 expr up = qHTS Assay to Identify Small Molecule Activators of BRCA1 Expression; Potency, µM (top dose mostly 46.1 µM), for inactives: at the top dose activation, most hits filed as activators; MCF7-BRCA1-FFLuc reporter, luminescence, 48 h; response scale: scaled: vehicle 0%, 10 µM genistein 100%; 380,000 tested, 1.1% active; note: potency is the fitted concentration of half-maximal effect; nearly all actives have a fitted effect of over 80% in size; some results filed as inactive show a strong effect at the top dose
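Reporter cells (MCF7, BRCA1 promoter-firefly luciferase) received library compounds across a concentration series for 48 h. End-point luminescence was measured and concentration-effect curves derived after normalization.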
TSG101-PTAP inh = qHTS Assay for Iinhibitors of HIV-1 Budding by Blocking the Interaction of PTAP/TSG101 | AID 493005, 2010 | Tumor susceptibility gene 101 protein (Homo sapiens), Q99816 | Potency, µM (highest dose often 115 µM), without a hit: at the highest dose activity change, negative = inhibition, usual class: inhibitors | Fluorescence polarization, FITC-PTAP peptide / Tsg101 binding | 340,000 tested, under 10 active; active = well fitted inhibition curve with a large enough effect in the main read-out, with a control signal flat, not every such curve was filed as active; inconclusive = small, poorly fitted or top-dose-only effect, or effect the other way, or a change in a side signal; inactive = no such curve, though single readings can be large or run the other way; note: potency is the fitted concentration of half-maximal effect; % of control where 0% means no effect
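Fluorescence anisotropy tracks displacement of a FITC-tagged PTAP peptide (50 nM) from the Tsg101 binding domain (10 uM), following a 20 min room-temperature incubation at pH 7.5.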
p53 reactivation = qHTS assay for re-activators of p53 using a Luc reporter. Potency, µM (series often up to 92.2 µM), for inactives: top-dose activity change, positive = activation, usual class: activators. 320,000 tested, 0.063% active. H1299 p53-A138V BP100-luciferase reporter, luminescence, 24 h; note: potency is the fitted concentration of half-maximal effect; % of control where 0% means no effect; nearly all actives have a fitted effect of over 45% in size
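H1299 (p53-null), stable ts p53-A138V + BP100-Luc; 1000 cells/well, Opti-MEM/10% FBS; cpd 4 pt, 1:5; 24 h, 37 deg C, 5% CO2; detection reagent 10 min RT; luminescence.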
TRPV1 agonist = HTS Assay for Compounds that Act as Agonists of the Vanilloid Receptor 1; TRPV1-expressing cells, Fluo-8 calcium influx, agonist mode; activation, % at 8.33 µM; 320,000 tested, 0.19% active; in the data active = activation above about 80%; inconclusive = between about 30% and that limit; note: 0% is about no effect
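TRPV1-expressing cells were cultured overnight at 35.5C and loaded with Fluo-8 calcium dye for 40 to 90 min at room temperature. After a 10 s baseline, compound was added and calcium influx was read kinetically for 3 min (ex 480/em 520 nm).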
Active calls of the source: *; ? = inconclusive; nt = not tested or not shown; [ ] = another dose, or the depositor's remark. Unless noted, calls come from the whole dose curve; as a rule, active = well fitted curve in the direction sought with a large enough effect; inconclusive = small, poorly fitted or top-dose-only effect, or another doubt; inactive = no such curve, though single readings can be large; an effect the other way counts as inactive or inconclusive.

SMILES	AT treatment	ELG1 DNA repair	a7 integrin act	CXXC DNA block	B2AR arrestin	TCR activator	BRCA1 expr up	TSG101-PTAP inh	p53 reactivation	TRPV1 agonist
Cc1ccc(N2C(=O)CC3(CCCC3)CC2=O)cc1	-15%	?	3%	-13%	0.2%	0%	0%	-2%	3%	-3
c1ccc(-c2ccncn2)cc1	nt	nt	-20%	nt	nt	0%	-6%	-2%	nt	nt
COc1cc(/C=C(\NC(C)=O)C(=O)Nc2cccc(O)c2)ccc1OC(C)=O	-6%	12%	-4%	12%	-0.5%	9%[46.1 µM]	16%	-2%	11%	-3
CCN(CC(=O)NCc1ccncc1)S(=O)(=O)c1ccccc1	4%	4%	-2%	45%[activator]	-0.7%	-1%	-16%	-8%	5%	-3
CC(C)Cn1c(N)c(C(=O)COC(=O)CCc2nc3ccccc3c(=O)[nH]2)c(=O)n(C)c1=O	9%	?	7%	nt	-0.2%	5%	7%	-5%	1%	-5
O=C(C1CC1)N1CCc2cc(Br)cc(S(=O)(=O)NCCCN3CCCCC3)c21	4%	19%	0%	4%	0.4%	-5%	-8%	-5%	-13%	0
CSC1=C(C#N)C(c2cccs2)CC(=O)N1C (stereo unspecified)	6%	-1%	nt	7%	-0.2%	nt	nt	nt	-6%	-3
O=C(C(=O)N1CCN(c2cccc(Cl)c2)CC1)c1c[nH]c2ccccc12	3%	?	9%	16%	0.2%	5%	-56%	1%	5%	2
O=C(NC1CCCC1)c1ccc(CSc2nc3ccncc3n2Cc2ccc(F)cc2)cc1	-23%	?	-11%	19%	-0.6%	-6%	-11%	-12%	5%	6
COc1ccc(CC2(CO)CCN(Cc3ccc4nsnc4c3)CC2)cc1	1%	-19%	0%	-1%	-0.1%	-2%	-2%	-5%	-2%	1
CSc1ccc(C(=O)NCC(c2ccco2)N(C)C)cc1[N+](=O)[O-] (stereo unspecified)	-7%	13%	-9%	0%	0.0%	-1%	-11%	-1%	4%	0
O=C(OC(C(=O)NC1CCCC1)c1ccccc1F)c1ccco1 (stereo unspecified)	1%	-2%	4%	-7%	0.1%	-3%	4%	-7%	?	-2
Cc1ccc(C)n1-c1cccc(C(=O)Nc2ccccc2)c1	-9%	?	-53%	-2%	0.0%	1%	26%	3%	?	-1
COc1ccc(N2C(=O)CCC(C(=O)O)C2c2ccc(F)cc2)cc1 (stereo unspecified)	1%	-19%	16%	-3%	0.3%	1%	0%	-8%	2%	-2
CCCc1nc(NCc2ccccn2)c2nnn(Cc3ccccc3F)c2n1	6%	0%	-34%	13%	-0.2%	-4%	-43%	-2%	-8%	?

Only BRCA1 expr up, TCR activator and TSG101-PTAP inh (two entries from above):
structure | BRCA1 expr up | TCR activator | TSG101-PTAP inh
O=C(C1CC1)N1CCc2cc(Br)cc(S(=O)(=O)NCCCN3CCCCC3)c21 | -8% | -5% | -5%
O=C(NC1CCCC1)c1ccc(CSc2nc3ccncc3n2Cc2ccc(F)cc2)cc1 | -11% | -6% | -12%

The list goes on:
SMILES	AT treatment	ELG1 DNA repair	a7 integrin act	CXXC DNA block	B2AR arrestin	TCR activator	BRCA1 expr up	TSG101-PTAP inh	p53 reactivation	TRPV1 agonist
CC(C)c1cc(N2CCOCC2)n2ncc(-c3ccccc3)c2n1	0%	11%	-7%	-1%	-0.5%	4%	-40%	2%	?	29
O=C1NC(SCCCF)=N/C1=C/c1ccc(-n2cncn2)cc1	-7%	4%	12%	-1%	-0.2%	-3%	-20%	-9%	0%	0
Cc1ccccc1C(=O)OCn1nnc2ccccc2c1=O	9%	3%	9%	17%	-0.6%	3%[46.1 µM]	33%	-3%	3%	12
Cc1cc2[nH]c(=O)c(=O)[nH]c2cc1S(=O)(=O)N1CCN(c2cccc(Cl)c2)CC1	-1%	0%	23%	nt	0.0%	-4%	5%	-5%	12%	2
COc1ccccc1C(=O)NC(=O)COC(=O)c1nc(Cl)ccc1Cl	1%	0%	1%	nt	-0.2%	2%	0%	-13%	-2%	2
CCOc1ccc(C2Nc3ccc4ccccc4c3-c3c2c(=O)oc2ccccc32)cc1 (stereo unspecified)	2%	0%	-6%	4%	-1.3%	3%	-54%	-4%	5%	?
O=C(O)C1CCCCC1C(=O)NCCCN1CCOCC1 (stereo unspecified)	-3%	-11%	-1%	1%	0.3%	-1%	-1%	-2%	-4%	-7
Cc1c(CC(=O)NCCC(=O)O)c(=O)oc2cc3oc4c(c3cc12)CCCC4	47%	?	-7%	?	0.2%	3%	12%	-1%	-7%	-4
CCC(CO)Oc1cc(NC(=O)c2cccc(F)c2)c2ncn(C(C)C)c2c1 (stereo unspecified)	2%	?	-1%	nt	0.1%	-2%	-12%	-1%	-2%	nt
O=C(Nc1ccc(S(=O)(=O)Nc2nccs2)cc1)c1ccc(=O)[nH]c1	-5%	5%	0%	4%	0.0%	5%	-11%	0%	-2%	0
Cc1ccc(NC(=O)C(OC(=O)c2cnc(C)cn2)c2ccccc2)c([N+](=O)[O-])c1 (stereo unspecified)	11%	11%	10%	0%	0.0%	-4%	19%	-5%	0%	6
O=C(Nc1ccc(Cl)cc1)c1ccc2nsnc2c1	0%	?	21%	0%	-0.3%	3%	25%	0%	?	?
COc1ccccc1NC(=O)c1ccc2nc(N3C(=O)CCC3=O)sc2c1	1%	0%	7%	2%	-1.0%	-15%	14%	-4%	1%	-1
CN(C)S(=O)(=O)c1ccc(C(=O)OCC(=O)c2csc(N3CCCCC3)n2)cc1	5%	?	-14%	nt	0.3%	2%	47%	3%	?	2
O=C(CCc1nc2ccccc2[nH]1)NCc1ccc2c(c1)OCO2	-4%	21%	8%	6%	-2.1%	0%	-7%	-5%	5%	1
Cc1nc(S(=O)(=O)NC2CCCCC2)c(C#N)c(C)c1Cl	-3%	11%	-35%	-4%	-0.6%	1%	-32%	-1%	0%	nt
COC(=O)C1(Cc2cc(-c3ccc(OC)cc3OC)no2)CCN(C(=O)OC(C)(C)C)CC1	7%	?	12%	9%	0.6%	5%	0%	0%	5%	2
Cc1ccc(C(=O)Oc2cccc(NC(=O)c3ccccc3)c2)cc1C	1%	?	13%	15%	-0.6%	-9%[46.1 µM]	52%	-2%	?	?
Cc1cccc(C)c1NC(=O)CSc1nc(-c2ccco2)cc(C(F)(F)F)n1	3%	-25%	-3%	13%	-0.7%	1%[46.1 µM]	-72%	2%	-15%	-1
COc1ccc(NC(=O)c2sc3ncn(CC(=O)N4CCCCC4)c(=O)c3c2C)cc1OC	-14%	0%	28%	2%	0.0%	5%	2%	0%	-1%	0
Cn1c(=O)c2c(nc(N3CCc4ccccc4C3)n2Cc2ccc(Br)cc2)n(C)c1=O	-6%	20%	-4%	4%	0.2%	-1%	-14%	-1%	-8%	-4
Cc1ccc(-n2c(=S)[nH]c3sc4c(c3c2=O)CCC4)cc1	0%	0%	-7%	-1%	-0.1%	10%	-55%	-2%	-2%	-4
COc1ccccc1OCc1ccc(C(=O)N(C)c2ccccc2)o1	-6%	7%	0%	24%	-1.0%	nt	-15%	-1%	nt	0
c1ccc2c(-c3nnc4n3CCCCC4)cc(-c3ccncc3)nc2c1	1%	20%	31%	-4%	0.0%	-5%[46.1 µM]	-14%	0%	-3%	2
COc1cc(/C=C2/SC(=S)N(CC3CCCO3)C2=O)ccc1O (stereo unspecified)	-3%	?	-171%[inhibitor]	?	-0.2%	5%[46.1 µM]	9%	13%	?	16
N#CC1(NC(=O)COC(=O)C23CC4CC(CC(O)(C4)C2)C3)CCCCC1	2%	12%	?	-19%	-0.6%	4%	-3%	0%	0%	1
CCOC(=O)c1c(C)n(C)c2ccc(OC)c(NC(=O)c3cccs3)c12	-1%	?	-34%	-6%	0.3%	nt	-46%	-16%	-27%	9
O=C(Nc1ccc(F)c(Cl)c1)C1CCCN(c2cnccn2)C1 (stereo unspecified)	1%	1%	23%	6%	0.0%	-2%	6%	-1%	0%	8
O=C(OCC(=O)N1CCCC1)c1cc(Br)ccc1Cl	5%	5%	5%	15%	0.1%	1%	-38%	-5%	-4%	16
NS(=O)(=O)c1ccc(NC(=S)N2CCN(c3cccc(Cl)c3)CC2)cc1	3%	-23%	-31%	10%	-0.4%	7%[46.1 µM]	-35%	-1%	2%	3
CCOc1ccc(OCC)c(Nc2cc(C)nc3ncnn23)c1	4%	?	6%	1%	-0.3%	1%	-28%	-3%	-7%	-4
CCN(CC)c1ccc(CNc2nc3ccccc3n2CC)cc1	-6%	10%	24%	2%	-0.6%	-27%	0%	-6%	-8%	1
